Compound activity deposited in PubChem by Broad Institute.
ERp5 inh: inhibitors of ERp5-driven insulin aggregation, primary screen, biochemical, turbidity, absorbance 650 nm, single point; Protein disulfide-isomerase A6 (Homo sapiens), Q15084; 90 min; inhibition, % at 9.99 µM; 350,000 compounds, 0.05% hits;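 active means mean replicate inhibition above about 25%, with every replicate also reaching it, limit read from the data, passing the limit was not always enough; inconclusive means only one of those two criteria met; inactive means neither criterion met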
Target sequence (Q15084 whole entry, looked up): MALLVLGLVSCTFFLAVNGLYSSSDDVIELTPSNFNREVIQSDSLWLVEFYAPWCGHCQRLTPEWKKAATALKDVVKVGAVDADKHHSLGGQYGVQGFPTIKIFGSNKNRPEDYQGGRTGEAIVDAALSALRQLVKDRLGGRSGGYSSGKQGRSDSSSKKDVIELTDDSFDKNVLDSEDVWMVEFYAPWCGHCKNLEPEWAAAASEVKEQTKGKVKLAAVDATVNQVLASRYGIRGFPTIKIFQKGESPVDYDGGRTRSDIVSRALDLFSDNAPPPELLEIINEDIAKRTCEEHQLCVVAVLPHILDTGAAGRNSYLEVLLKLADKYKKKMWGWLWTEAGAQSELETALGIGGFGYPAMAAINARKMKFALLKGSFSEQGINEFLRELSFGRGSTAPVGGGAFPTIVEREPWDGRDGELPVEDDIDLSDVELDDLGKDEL
esBAF inh: Bmi1 luciferase reporter increase in mESCs, primary screen, esBAF inhibitor project, mouse ES cells, Bmi1 luciferase knock-in, single point | 24 h; 100% = twice the neutral-well signal | reporter increase, % at 12.5 µM | 350,000 compounds, 2% hits | AID 602393, 2012; in the data active means activation above about 40%; inconclusive means no clear call, values can overlap the other calls;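 further: 0% = median of the plate's neutral control wells and 100% = double that signal; a rise in the Bmi1 reporter signal indicates esBAF inhibition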
RAD54 inh: inhibitors of human RAD54 branch migration, primary screen, biochemical, fluorescence, single point | inhibition, % at 10.4 µM | RAD54 Holliday junction branch migration, FAM/BHQ fluorescence | 360,000 compounds, 0.14% hits | DNA repair and recombination protein RAD54-like (Homo sapiens), Q92698;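 active means mean normalized replicate activity at least 40 and at least half of replicates scoring 40 or more; inconclusive means only one of the two criteria met; inactive means mean below 40 and under half of replicates reaching 40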;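 further: 0% = median of neutral control wells and 100% = median of positive control wells; inhibitors cause a drop in the FAM fluorescence signal; in these data hits start at about 50%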
Xi reactivation: activators of inactive X chromosome reactivation, primary screen, imaging, XiGFP fibroblasts, GFP high-content imaging, set 2; XiGFP mouse fibroblasts, % GFP-positive cells imaging, 3 d; cells co-treated with 5-aza-dC sensitizer; scaled so ellipticine positive control = 100%; activation, % at 7.58 µM; 360,000 compounds, 0.055% hits; AID 743238, 2013;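 active means mean normalized replicate activation at least 10% and every replicate at or above 10%; inconclusive means only one of the two criteria met; inactive means mean below 10% and not all replicates reach 10%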;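 further: 0% = median of on-plate neutral control wells and 100% = ellipticine 6 µM median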
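Material: XiGFP fibroblasts, SV40-immortalized. Buffer or medium: DMEM plus 5-aza-dC sensitizer. Compound: single concentration per compound, delivered by pin transfer. Times: 3 days compound exposure. Controls: ellipticine 6 µM.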
ERAP1 inh: human ERAP1 aminopeptidase inhibitors, primary screen, biochemical, single point, plate reader. recombinant ERAP1, Leu-AMC fluorescence, 60 min. inhibition, % at 10.7 µM. 340,000 compounds, 0.15% hits;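 active means mean replicate inhibition of at least 30%, or all replicates individually reaching that 30% level; inactive means mean below 30% and not every replicate reaching it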;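 further: 0% = neutral control wells and 100% = L-leucinethiol positive control wells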
S100A4 inh HTS: inhibitors of S100A4-myosin IIA peptide binding, primary screen, biochemical, fluorescence polarization, TAMRA-MyoIIA peptide | Protein S100-A4 (Homo sapiens), P26447 | inhibition, % at 10.7 µM | 360,000 compounds, 0.14% hits;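 active means mean inhibition of at least 70% across replicates, with every replicate also reaching that level; inconclusive means mean inhibition reaches 70% but some replicates fall short; inactive means mean inhibition below 70%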
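System – human S100A4 monomer protein, biochemical binding assay · Buffer or medium – Calcium-containing HEPES buffer, pH 7.2 · Timing – 5 min between mix addition and reading · Also added – TAMRA-labelled myosin IIA heavy-chain peptide probe, 5 nM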
E-selectin induc: E-selectin induction in HUVECs, primary screen, imaging, HUVEC, immunofluorescence imaging, single point. P16581. normalized: neutral wells 0, TNF-alpha wells 100. activation, % at 7.58 µM. 260,000 compounds, 0.37% hits;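 active means mean E-selectin-positive cell signal at least 10% of the positive control, reached in at least 60% of replicates, without over 20% cell loss; inconclusive means no rule given, readout overlaps actives, possibly toxicity-flagged; inactive means the rest, including those meeting only one limit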;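 further: in these data hits start at about 27%; measured in HUVEC primary endothelial cells; signal is the percent of cells scored E-selectin positive by PE staining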
Target sequence (P16581 whole entry, looked up): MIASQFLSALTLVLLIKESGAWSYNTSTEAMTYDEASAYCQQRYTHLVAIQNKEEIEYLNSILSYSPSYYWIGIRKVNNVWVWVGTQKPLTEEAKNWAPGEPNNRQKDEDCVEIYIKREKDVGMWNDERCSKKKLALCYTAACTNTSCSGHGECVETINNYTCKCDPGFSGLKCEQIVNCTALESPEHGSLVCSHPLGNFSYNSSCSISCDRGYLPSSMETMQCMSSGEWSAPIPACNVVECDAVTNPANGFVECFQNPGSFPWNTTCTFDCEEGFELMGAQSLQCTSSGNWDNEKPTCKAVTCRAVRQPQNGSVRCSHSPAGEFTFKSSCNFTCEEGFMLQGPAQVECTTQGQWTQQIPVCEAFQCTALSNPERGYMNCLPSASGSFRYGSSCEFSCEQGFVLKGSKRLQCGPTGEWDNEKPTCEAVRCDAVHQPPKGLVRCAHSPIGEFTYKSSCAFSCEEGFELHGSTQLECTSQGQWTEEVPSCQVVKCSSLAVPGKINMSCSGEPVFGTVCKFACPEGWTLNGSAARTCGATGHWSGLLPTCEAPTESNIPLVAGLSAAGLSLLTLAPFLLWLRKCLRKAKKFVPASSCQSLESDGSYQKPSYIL
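Assay system: HUVEC, human umbilical vein endothelial cells / Amount: 3,000 HUVEC/well / Controls: TNF-alpha positive control, DMSO neutral control / Compound dosing: single concentration / Medium: EGM-2 over gelatin coat / Evaluation: percent E-selectin-positive cells / Signal: immunofluorescence imaging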
RAD52 anneal inh: RAD52 DNA annealing inhibitors, primary screen, biochemical, FRET, single point, set 2 | inhibition, % at 18.7 µM | recombinant RAD52 DNA annealing, FRET fluorescence | 360,000 compounds, 0.46% hits;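 active means every replicate showing at least 50% inhibition; inconclusive means mean inhibition at least 50% but not in every replicate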
Active calls of the source: *. No enrichment for hits. Share with any hit: about 2.5%.

CCCN1CCC(NCc2cn(C)nc2-c2ccc(Oc3ccccc3)cc2)CC1 was read as ERp5 inh -4, esBAF inh -6, Xi reactivation 0.0, ERAP1 inh 6, S100A4 inh HTS -12, E-selectin induc 0.0 and RAD52 anneal inh 7.
Cc1ccc2ccccc2c1C(O)c1ncc(-c2cccc(F)c2)[nH]1 (configuration not stated) was read as ERp5 inh 5, esBAF inh -2, RAD54 inh -6, Xi reactivation -0.1, ERAP1 inh -5, S100A4 inh HTS -1, E-selectin induc 0.2 and RAD52 anneal inh -11.
Screening CCOC(=O)Cn1nc(-c2ccccc2)c2cnc3ccc(CC)cc3c21 returned ERp5 inh 3, esBAF inh 4, RAD54 inh 24, Xi reactivation -0.1, ERAP1 inh 2, S100A4 inh HTS 2, E-selectin induc 0.3 and RAD52 anneal inh 6.
Screening COc1ccc(C2/C=C\CN(C(=O)c3ccccc3)CC(=O)N2Cc2ccc(F)cc2)cc1 (configuration not stated) returned ERp5 inh -5, esBAF inh -7, RAD54 inh 7, Xi reactivation 0.1, ERAP1 inh 4, S100A4 inh HTS 0, E-selectin induc 0.2 and RAD52 anneal inh -2.
For C#CCNC(=O)C1=C[C@@H](c2ccc(C#C)cc2)C[C@@H](OCCCCO)O1 the results were esBAF inh -8, RAD54 inh -9, Xi reactivation 0.1 and E-selectin induc 1.0.
`O=C(C1CCOCC1)N1[C@@H](CO)[C@@H](c2ccccc2)C12CN(Cc1cccnc1)C2` gave ERp5 inh -5, Xi reactivation 0.0, ERAP1 inh 0, S100A4 inh HTS -3, E-selectin induc 0.0 and RAD52 anneal inh -17.
CCOC(=O)C1CCN(C(=O)/C=C/c2ccc(S(=O)(=O)N3CCOCC3)cc2)CC1 was read as ERp5 inh -5, esBAF inh 3, RAD54 inh -4, Xi reactivation 0.3, ERAP1 inh -2, S100A4 inh HTS 0, E-selectin induc 0.0 and RAD52 anneal inh -6.
For COC(=O)C1=NNC(C(=O)c2ccco2)C1c1ccccc1 (configuration not stated) the results were ERp5 inh 0, Xi reactivation 0.0, ERAP1 inh 9, S100A4 inh HTS 2 and RAD52 anneal inh -39.
N#C[C@H]1[C@H](c2ccc(C#Cc3ccccc3F)cc2)[C@@H](CO)N1C(=O)C1CCCCC1 was read as ERp5 inh 2, esBAF inh -18, RAD54 inh -3, Xi reactivation -0.1, ERAP1 inh 4, S100A4 inh HTS -49, E-selectin induc -0.4 and RAD52 anneal inh -105.
Screening Cc1ccc(S(=O)(=O)NC2c3cccc4cccc(c34)C2Sc2nncn2C)cc1 (configuration not stated) returned ERp5 inh 1, RAD54 inh -1, Xi reactivation 0.0, ERAP1 inh -1, S100A4 inh HTS 5, E-selectin induc 1.1 and RAD52 anneal inh -12.
`Cc1ccc(S(=O)(=O)N(C)C[C@H]2OCCCC[C@@H](C)Oc3ccc(NC(=O)Nc4ccc(F)cc4)cc3C(=O)N([C@H](C)CO)C[C@H]2C)cc1` gave ERp5 inh -4, esBAF inh 1, RAD54 inh 3, Xi reactivation 0.1, ERAP1 inh 1, S100A4 inh HTS -4, E-selectin induc 0.3 and RAD52 anneal inh -13.
`CCC(=O)Nc1ccc2c(c1)OC[C@@H](C)N(CC1CCOCC1)C[C@H](C)[C@H](OC)CN(C)C2=O` gave ERp5 inh 2, esBAF inh -3, RAD54 inh -21, Xi reactivation -0.4, ERAP1 inh -2, S100A4 inh HTS -6, E-selectin induc 0.1 and RAD52 anneal inh 3.
For O=C(NC1CCCN(Cc2ccccc2F)C1)C1CCC1 (configuration not stated) the results were ERp5 inh 8, esBAF inh -1, RAD54 inh 6, Xi reactivation 0.0, ERAP1 inh 0, S100A4 inh HTS -6, E-selectin induc 0.1 and RAD52 anneal inh -22.
`CCCn1nc2cc(C(=O)NCCc3cccs3)ccc2c1OCC` gave ERp5 inh 1, esBAF inh 72*, RAD54 inh 8, Xi reactivation 0.0, ERAP1 inh 19, S100A4 inh HTS -2, E-selectin induc 0.1 and RAD52 anneal inh -4.
`O=C(CCN1C(=O)C2CCCCC2C1=O)Nc1nc2c(F)cc(F)cc2s1` (configuration not stated) gave ERp5 inh 12, esBAF inh inconclusive, RAD54 inh 5, Xi reactivation 0.1, ERAP1 inh -2, S100A4 inh HTS -2 and RAD52 anneal inh -22.
`c1ccc(CSc2cc3ccccc3[nH]2)cc1` gave ERp5 inh 2, esBAF inh 34, RAD54 inh 8, Xi reactivation 0.2, ERAP1 inh 0, S100A4 inh HTS 2 and RAD52 anneal inh -7.
For O=C(NCCCn1ccnc1)c1nc(Cn2cc(Br)cn2)no1 the results were ERp5 inh -23, esBAF inh -3, RAD54 inh 1, Xi reactivation 0.0, ERAP1 inh -2, S100A4 inh HTS -3, E-selectin induc 0.1 and RAD52 anneal inh -11.
COC(=O)[C@@]12C[C@@H](CC(=O)NCc3ccccc3)C(=O)N(Cc3ccco3)C1=CCC(C)(C)C2 was read as ERp5 inh -3, Xi reactivation -0.1, ERAP1 inh -6, S100A4 inh HTS 1, E-selectin induc 1.2 and RAD52 anneal inh -8.
For Cc1noc(C)c1S(=O)(=O)Nc1ccc2c(c1)C(=O)N([C@H](C)CO)C[C@H](C)[C@@H](CN(C)S(=O)(=O)c1c(C)noc1C)OCCCC[C@H](C)O2 the results were ERp5 inh -4, esBAF inh 1, RAD54 inh 3, Xi reactivation 0.1, ERAP1 inh 4, S100A4 inh HTS -9, E-selectin induc -0.2 and RAD52 anneal inh -32.
For C[C@@H]1CCCCO[C@H](CN(C)S(C)(=O)=O)[C@H](C)CN([C@@H](C)CO)C(=O)c2cc(NS(=O)(=O)c3ccc(Cl)cc3)ccc2O1 the results were ERp5 inh -4, esBAF inh -2, RAD54 inh 3, Xi reactivation 0.5, ERAP1 inh -1, S100A4 inh HTS -11, E-selectin induc -0.2 and RAD52 anneal inh -18.
Screening Cn1c(=O)c2cc(NC(=O)NCc3ccccc3)ccc2n1Cc1cccc(C(F)(F)F)c1 returned ERp5 inh 2, esBAF inh 7, RAD54 inh -5, Xi reactivation -0.1, ERAP1 inh 2, S100A4 inh HTS 2, E-selectin induc 0.0 and RAD52 anneal inh 0.
`Cc1cccc(CSc2nc3c(c(=O)[nH]2)CCC3)c1` gave ERp5 inh 5, RAD54 inh -2, Xi reactivation 0.6, ERAP1 inh -6, S100A4 inh HTS 9 and RAD52 anneal inh -10.
For O=C(Cn1nnc(-c2ccccc2)n1)N1CCCCC1 the results were ERp5 inh 2, esBAF inh 23, RAD54 inh 0, Xi reactivation 0.0, ERAP1 inh 1, S100A4 inh HTS -2, E-selectin induc 0.1 and RAD52 anneal inh -15.
NS(=O)(=O)c1ccc(CCNC(=O)c2cccc(OC(F)F)c2)cc1 was read as ERp5 inh -6, esBAF inh -4, RAD54 inh -5, Xi reactivation 0.0, ERAP1 inh 1, S100A4 inh HTS 0, E-selectin induc 2.2 and RAD52 anneal inh -2.
For O=C(O)CC(NC(=O)COc1ccccc1)c1cccc([N+](=O)[O-])c1 (configuration not stated) the results were ERp5 inh 5, RAD54 inh -7, Xi reactivation 0.0, ERAP1 inh -2, S100A4 inh HTS -1 and RAD52 anneal inh -6.
For COc1cc2c(cc1OC)C(c1ccccc1OC(C)C)CC(=O)N2 (configuration not stated) the results were ERp5 inh 2, esBAF inh 2, RAD54 inh -11, Xi reactivation 0.1, ERAP1 inh 0, S100A4 inh HTS -3 and RAD52 anneal inh -11.
For CCCCn1c(N)c(N(CCOC)C(=O)COC(=O)c2ccccc2NCCO)c(=O)[nH]c1=O the results were ERp5 inh 4, esBAF inh 2, RAD54 inh 2, Xi reactivation 0.0, ERAP1 inh -3, S100A4 inh HTS -21 and RAD52 anneal inh -11.
For O=C(Nc1cccc(O)c1)C(=O)Nc1ccccn1 the results were ERp5 inh 0, esBAF inh -76, RAD54 inh 3, Xi reactivation -0.1, ERAP1 inh 6, S100A4 inh HTS 17 and RAD52 anneal inh -19.
For Cn1c(NCc2ccncc2)nc2cc(-c3ccsc3)sc2c1=O the results were ERp5 inh -1, esBAF inh 39, RAD54 inh 0, Xi reactivation 0.0, ERAP1 inh -3, S100A4 inh HTS -3, E-selectin induc 1.6 and RAD52 anneal inh 15.
C[C@H]1CN([C@@H](C)CO)C(=O)Cc2cc(NC(=O)CCCCCC(=O)Nc3ccccc3N)ccc2O[C@H]1CN(C)Cc1ccccc1 was read as ERp5 inh -6, esBAF inh -13, RAD54 inh 1, Xi reactivation 0.3, ERAP1 inh 1, S100A4 inh HTS -8, E-selectin induc 0.1 and RAD52 anneal inh 1.
`C[C@@H]1CN([C@H](C)CO)C(=O)c2cc(NS(=O)(=O)c3cn(C)cn3)ccc2O[C@H]1CN(C)Cc1ccccc1` gave ERp5 inh -11, esBAF inh -4, RAD54 inh -8, Xi reactivation -0.2, ERAP1 inh 0, S100A4 inh HTS 10, E-selectin induc -0.1 and RAD52 anneal inh 4.
`FC(F)(F)c1cc(CCN2C(=S)NC[C@@H]2CC2CCCCC2)cc(C(F)(F)F)c1` gave ERp5 inh 6, esBAF inh 15, RAD54 inh 2, Xi reactivation 0.0, ERAP1 inh -2, S100A4 inh HTS 4, E-selectin induc -0.2 and RAD52 anneal inh -8.
Screening COC(=O)CSc1nnc(-c2ccccn2)n1N returned ERp5 inh 2, esBAF inh -3, RAD54 inh 6, Xi reactivation -0.1, ERAP1 inh 2, S100A4 inh HTS 0, E-selectin induc 0.1 and RAD52 anneal inh -8.
`Cc1cc(Cl)nc(-c2ccccc2O)n1` gave ERp5 inh -11, esBAF inh 0, Xi reactivation 0.0, ERAP1 inh -2, S100A4 inh HTS -12 and RAD52 anneal inh -14.
Screening CN(C)S(=O)(=O)c1ccc(N2CCCC2)c(C(=O)N2CCC(C(N)=O)CC2)c1 returned ERp5 inh -5, Xi reactivation 0.1, ERAP1 inh -2, S100A4 inh HTS -6 and RAD52 anneal inh -9.
Cc1ccccc1CCN1CCCC(CN(C)CC(C)(C)C)C1 (configuration not stated) was read as ERp5 inh 6, esBAF inh -2, RAD54 inh -4, Xi reactivation 0.0, ERAP1 inh -1, S100A4 inh HTS 0 and RAD52 anneal inh -10.
For O=C1C=C(c2ccccc2)C[C@@H](c2ccc3c(c2)OCO3)C1 the results were ERp5 inh 7, esBAF inh 2, RAD54 inh 0, Xi reactivation 0.0, ERAP1 inh 0, S100A4 inh HTS -1, E-selectin induc 0.1 and RAD52 anneal inh -4.
COc1ccccc1C#Cc1ccc2c(c1)O[C@@H](CN(C)C)[C@H](C)CN([C@@H](C)CO)S2(=O)=O was read as ERp5 inh 9, esBAF inh -6, RAD54 inh -4, Xi reactivation -1.0, ERAP1 inh -1, S100A4 inh HTS 2, E-selectin induc 0.0 and RAD52 anneal inh 17.
